OX1R antag-1: OX1R (HCRTR1) antagonists, primary screen, fluorescence, CHO/OX1R cells, Fluo-8 calcium, orexin A. 330,000 tested, 0.43% active. AID 434989, 2010. inhibition, % at 5 µM. Fluo-8 calcium fluorescence;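 active = inhibition above its plate's threshold, mean inhibition of all tested compounds on the plate plus 3 SD, cut at about 37% in these data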;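 note: 0% = orexin A challenge wells and 100% = SB-334867-A antagonist wells; not every result past the cut was called active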
Target sequence (O43613 whole entry, looked up): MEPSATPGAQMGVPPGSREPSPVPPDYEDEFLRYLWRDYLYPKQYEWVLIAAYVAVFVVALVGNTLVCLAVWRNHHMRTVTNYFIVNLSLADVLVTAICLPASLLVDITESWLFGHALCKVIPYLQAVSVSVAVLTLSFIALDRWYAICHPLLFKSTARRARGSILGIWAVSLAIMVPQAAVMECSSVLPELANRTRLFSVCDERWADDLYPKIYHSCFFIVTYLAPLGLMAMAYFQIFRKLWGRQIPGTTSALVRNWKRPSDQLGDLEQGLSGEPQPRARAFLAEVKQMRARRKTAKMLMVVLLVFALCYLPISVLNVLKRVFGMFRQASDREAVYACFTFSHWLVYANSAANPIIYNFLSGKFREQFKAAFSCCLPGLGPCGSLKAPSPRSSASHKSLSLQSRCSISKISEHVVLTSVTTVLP
OX1R antag-2: antagonists of human orexin 1 receptor (OX1R); Orexin/Hypocretin receptor type 1 (Homo sapiens), O43613; OX1R-expressing cells, FRET antagonist read-out; inhibition, % at 6.6 µM; 330,000 tested, 1.8% active; AID 485270, 2010; in the data active = inhibition mostly above about 38%, no sharp cut-off; inactive = mostly below about 40%;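 note: 0% = agonist challenge alone and 100% = reference antagonist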
STK33 kinase inh: inhibitors of purified STK33 kinase, primary screen, biochemical, ADP-Glo luminescence, homogeneous, cell-free | Serine/threonine-protein kinase 33 (Homo sapiens), Q9BYT3 | MBP phosphorylation | inhibition, % at 10 µM | 320,000 tested, 0.073% active | AID 2661, 2010;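 active = inhibition at or above 25%, using the most active replicate where run in duplicate; inactive = inhibition below 25%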
Target sequence (Q9BYT3 whole entry, looked up): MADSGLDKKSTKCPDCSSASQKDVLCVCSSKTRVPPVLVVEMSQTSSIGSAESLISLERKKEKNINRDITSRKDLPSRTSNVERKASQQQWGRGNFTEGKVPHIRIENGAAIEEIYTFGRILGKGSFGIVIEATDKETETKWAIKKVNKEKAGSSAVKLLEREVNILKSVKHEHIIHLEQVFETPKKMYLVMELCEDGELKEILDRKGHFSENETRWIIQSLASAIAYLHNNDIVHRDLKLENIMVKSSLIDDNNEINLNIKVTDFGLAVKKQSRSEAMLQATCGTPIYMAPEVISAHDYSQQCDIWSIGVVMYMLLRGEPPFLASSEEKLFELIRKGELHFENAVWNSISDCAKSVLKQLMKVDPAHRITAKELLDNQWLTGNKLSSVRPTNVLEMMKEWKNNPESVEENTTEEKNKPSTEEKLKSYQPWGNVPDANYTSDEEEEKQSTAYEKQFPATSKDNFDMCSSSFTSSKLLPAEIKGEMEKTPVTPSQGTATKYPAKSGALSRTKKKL
* = called active by the depositor; nt = not tested or not shown.

No.	OX1R antag-1	OX1R antag-2	STK33 kinase inh	mol
1	-13	21	-0.9	Cc1ccc(S(=O)(=O)N2CC(=O)Nc3ccccc32)cc1
2	-8	24	-1.5	CCOC(=O)N1CCN(C(=O)C2CCC(=O)N(Cc3cccc(C(F)(F)F)c3)C2)CC1 (configuration not stated)
3	11	19	-0.4	CCc1ccc(S(=O)(=O)Nc2ccncc2)cc1
4	-21	1	-0.7	COc1ccccc1CNC(=O)Cn1cc(Br)ccc1=O
5	-26	-4	1.0	COc1cc(Cl)c(C)cc1NC(=O)Cc1cccs1
6	-8	37	-1.2	CC(=O)NN1C(=O)c2ccc(Oc3ccc4c(c3)C(=O)N(NC(C)=O)C4=O)cc2C1=O
7	-11	18	0.3	CCN(c1cccc(C)c1)S(=O)(=O)c1ccc(-c2cc(C)no2)s1
8	-10	6	0.6	COc1cc2c(cc1OC)C(c1cc(Br)ccc1O)N(C(C)=O)CC2 (configuration not stated)
9	2	3	-2.5	NS(=O)(=O)c1ccc(NC(=O)COC(=O)c2cn(-c3ccccc3)nc2-c2ccccc2)cc1
10	2	38	-1.3	O=C(C1=NN[C@@H]2C(=O)N(c3ccccc3C(F)(F)F)C(=O)[C@H]12)C(c1ccccc1)c1ccccc1
11	11	34	-0.3	C#CCOCCOCCOCCNc1nc(N2CCN(C(=O)Cn3cc(CCCCN)nn3)CC2)nc(N2CCN(C(=O)[C@H]([C@@H](C)CC)n3cc(CCCCN)nn3)CC2)n1
12	-11	11	0.2	COc1ccc(/C=C/C(=O)N2CCN(c3ccccc3)CC2)cc1S(=O)(=O)N1CCOCC1
13	-3	29	-0.8	CC(NC(=O)c1ccccc1F)c1nnc(SCC(=O)NC2CCCCC2)n1C (configuration not stated)
14	-21	1	0.1	COCCCNC(=O)c1cn(-c2cccc(OC)c2)c(=O)c2ccccc12
15	-25	16	0.0	Cc1ccc(C)c(Cn2nnc3c(=O)[nH]c(C4CCN(S(=O)(=O)c5ccc(S(=O)(=O)N(C)C)cc5)CC4)nc32)c1
16	-12	22	0.1	Cc1ccc(-c2cc(C(=O)Nc3cc(C)on3)no2)cc1
17	-13	5	7.2	CCCn1nnc(NC(=S)NC(=O)/C=C/c2ccco2)n1
18	-12	0	-0.7	CCCCNC(=O)Cn1nc(C)c(S(=O)(=O)N2CCOCC2)c1C
19	-25	14	0.9	Clc1ccc(C2CC(c3ccccc3)Nc3ncnn32)cc1 (configuration not stated)
20	-30	10	-0.9	Cc1nc(-c2ccccc2Cl)sc1C(=O)/C=C/N(C)C
21	-40	13	-1.6	COc1ccc(NC(=O)NCCCN2CCN(c3ccccc3F)CC2)cc1
22	7	1	-1.1	CC(=O)Oc1ccc(C(=O)O)cc1OC(C)=O
23	9	-1	-0.1	CC(=O)c1ccc(N=C2NC(=O)C(CO)(CO)S2)cc1
24	-15	17	-1.0	COCCN(C(=O)COC(=O)Cc1cccc(OC)c1)c1c(N)n(Cc2ccccc2)c(=O)[nH]c1=O
25	-16	14	-1.4	O=[N+]([O-])c1cccc(-c2n[nH]c(=S)n2Cc2ccccc2)c1
26	-4	7	0.2	Cn1cnnc1SCC(=O)Nc1cc(S(=O)(=O)N2CCCCCC2)ccc1Cl
27	-11	45	0.1	Cc1ccc(C2=C/C(=C/c3cccs3)C(=O)O2)cc1
28	-11	21	-0.4	COc1ccccc1C(=O)Nc1ccnn1C1CCN(Cc2cnn(C)c2C)CC1
29	-31	7	1.1	CC(C)Nc1cc(C(C)(C)C)nc2c(-c3ccccc3)cnn12
30	-45	-3	-1.3	COc1ccc(NC(=O)c2ccccc2Oc2ccccc2)c(OC)c1
31	-32	13	-0.5	COc1cc(CNCc2ccccc2)cc(Cl)c1OC
32	-29	13	-1.0	O=C(c1ccc(COc2ccc3c(c2)CCC3)o1)N1CCN(c2ccccc2)CC1
33	-31	19	0.2	COc1ccccc1NC(=O)c1sc2nc(N3CCOCC3)c3c(c2c1N)CCCC3
34	-13	1	-0.3	Cc1ccc(Cl)c(NC(=O)CCl)c1Cl
35	-17	12	-0.3	CCOC(=O)C1(Cc2cccc(F)c2)CCN(Cc2c(C)nn(CC)c2C)CC1
36	-26	6	-0.6	CSc1nc2nc(-c3cccc(C(F)(F)F)c3)ccn2n1
37	-4	28	1.9	c1ccc2c(c1)Cc1cc3ccccc3nc1-2
38	6	4	-1.4	COC(=O)Cc1ccc(OCC(=O)Nc2ccc(OC(F)(F)F)cc2)cc1
39	-38	18	-1.7	Cc1cc2ccccc2n2c(SCC(=O)Nc3ccc(S(=O)(=O)N4CCCCC4)cc3)nnc12
40	-14	24	1.0	CCOC(=O)c1cc(C)[nH]c(=S)c1C#N
41	-16	14	-1.6	COc1cc(C(=O)Nc2ccc3c(c2)C(=O)c2ccccc2C3=O)cc(OC)c1OC
42	-17	6	-0.7	CC(C)CN(C(=O)COC(=O)CCC(=O)c1ccc(F)cc1)c1c(N)n(Cc2ccccc2)c(=O)[nH]c1=O
43	-16	13	0.2	Brc1ccc(C2=CC(c3ccco3)n3nnnc3N2)cc1 (configuration not stated)
44	-4	10	-1.4	Cc1cc(/C=N/NC(N)=S)c(C)n1-c1ccc(Br)cc1
45	-16	8	0.2	CCCCCCCCCCCCCCCC(=O)NCCO
46	-3	9	0.2	CC(=O)c1cccc(NC(=O)c2ccncc2)c1
47	-21	13	nt	CC(C)=CCC/C(C)=C/CNC(=O)C[C@H]1C[C@H](C(=O)N2CCCCC2)[C@@]2(CCc3ccccc3)c3[nH]c4cc(-c5ccco5)ccc4c3CCN2C1=O
48	-5	4	nt	CCOC(=O)C1=CNS(=O)(=O)NC1c1ccc(C[C@H](NC(=O)CNC(=O)CCc2ccccc2)C(N)=O)cc1 (some centres not stated)
49	-17	5	-1.2	Cn1cc(CN2CCC(C(=O)Nc3cccc(-c4cccc(F)c4)c3)CC2)cn1
50	-8	5	-0.6	COCCn1c(C)cc2c(c1=O)C(c1ccco1)C(C#N)=C(N)O2 (configuration not stated)
51	23	9	-1.3	O=C(NCCCn1ccnc1)c1cc(-c2cccs2)on1
52	-9	18	-0.9	Cc1cccc(C(=O)Oc2ccc(/C=N/NC(=O)c3ccccc3O)cc2)c1
53	-4	11	0.6	CCN(CC)c1ccc(S(=O)(=O)N2CCOCC2)cc1NC(=O)Nc1ccccc1
54	-27	10	0.2	CCC(C)(C)NC(=O)C(c1cccn1C)N(C(=O)Cn1nnc2ccccc21)c1ccc(OC)cc1OC (configuration not stated)
55	-19	10	-2.0	COC(=O)CC(c1ccc(OC)c(OC)c1)c1ccc(OC)c(OC)c1
56	2	1	1.4	CN(CP(=O)(O)CN(C)S(C)(=O)=O)S(C)(=O)=O

Next part.
No.	OX1R antag-1	OX1R antag-2	STK33 kinase inh	mol
57	-6	4	-0.9	c1ccc(COc2ccc(CNCc3cccs3)cc2)cc1
58	-21	22	0.1	CC1CC(C)CN(CCCNC(=O)c2cc3c(s2)-c2ccccc2OC3)C1 (configuration not stated)
59	8	14	-0.1	CN(CCO)c1cnccn1
60	-15	19	-0.7	CN(C)c1ccc(NC(=O)CN2C(=O)CC(c3ccccc3)=Nc3ccccc32)cc1
61	-24	3	0.1	CCOC(=O)C(C)/C(C)=N/NC(=O)CCC(=O)Nc1cc(C)ccc1C (configuration not stated)
62	-13	18	-1.2	CN(C)C(=O)CSc1nnc(Cc2ccc3c(c2)OCO3)o1
63	76*	14	0.0	CCN1/C(=C/C=C/c2oc3ccc4ccccc4c3[n+]2CC)Oc2ccc3ccccc3c21
64	-31	22	0.2	CCOC(=O)N1CCN(S(=O)(=O)c2ccc(C(=O)N(CCCN(C)C)c3nc4ccc(OC)cc4s3)cc2)CC1
65	-2	26	0.0	CC1(OC(=O)C2CCCC2)C(=O)C=C2C=C3CCCCN3C=C2C1=O (configuration not stated)
66	-14	12	0.6	CCOC(=O)CSc1nnc(-c2ccc(S(=O)(=O)N3CCOCC3)cc2)n1-c1ccccc1
67	-10	19	1.3	COC(=O)c1nnn(-c2nonc2N)c1CSCCO
68	-28	9	-1.5	COC(=O)c1c(C(=O)OC)c(-c2cccc(F)c2)n2c1CS(=O)C2 (configuration not stated)
69	-5	17	-0.3	FC(F)(F)c1cc(-c2ccccc2)nc2ncnn12
70	-1	21	-0.6	O=C(COC(=O)[C@@H]1CCCN1S(=O)(=O)c1ccc(Cl)cc1)NC1CCS(=O)(=O)C1 (some centres not stated)
71	-30	1	0.0	COc1ccc(S(=O)(=O)N(C)C[C@H]2Oc3ccc(NC(=O)Cc4ccccc4)cc3C(=O)N([C@H](C)CO)C[C@@H]2C)cc1
72	-23	13	-1.5	CCC1SC2=NC(C)=C(C(=O)OCC(C)C)C(/C=C/c3ccccc3OC)N2C1=O (configuration not stated)
73	-17	23	2.3	Cc1noc(NS(=O)(=O)c2ccc(NC(=O)CSc3nnc(-c4ccccc4)n3C3CCCCC3)cc2)c1C
74	-24	-2	-1.2	CC1CCN(C(=O)c2cc(S(=O)(=O)N3CCOCC3)ccc2N2CCCC2)CC1
75	-11	13	nt	CCCc1cc2c(cc1NC(=O)c1ccccc1F)OCO2
76	-10	13	-0.8	CCN(Cc1cn2cccnc2n1)C1CCCCC1
77	-14	11	-0.9	CCCn1c(N)c(C(=O)CSc2n[nH]c(-c3ccc(C)cc3)n2)c(=O)[nH]c1=O
78	-24	6	-1.5	O=C(CN1CCSCC1)N/N=C/c1ccc(F)cc1
79	-1	32	-0.7	COCCN(C(=S)Nc1ccccc1OC)C(C)c1cccs1 (configuration not stated)
80	-7	5	-1.3	COc1cccc(C(=O)Nc2nnc(SCC(=O)NC3CCCC3)s2)c1
81	-10	11	-3.0	COc1ccc(-n2c(SCC(=O)NCc3cccs3)nc3[nH]ncc3c2=O)cc1
82	-13	21	0.2	C(=N/Nc1cc(N2CCOCC2)nc(N2CCOCC2)n1)/c1ccccc1
83	-39	10	-0.1	CCOc1ccc(OCCSc2nnnn2C2CCCCC2)cc1
84	1	8	1.8	O/N=C/c1cccn1-c1ccc(O)cc1
85	-17	30	-1.5	COc1ccc2nc(NC(=O)c3ccc(F)cc3)sc2c1
86	9	20	-0.1	COC(=O)C(NC(=O)c1ccccc1C)(Nc1ncc(S(=O)(=O)c2ccc([N+](=O)[O-])cc2)s1)C(F)(F)F (configuration not stated)
87	1	3	-0.9	OC(COc1ccc(OCc2ccccc2)cc1)CN1CCCCC1 (configuration not stated)
88	-13	5	-0.2	COC(=O)c1ccccc1NC(=S)N(Cc1ccc2c(c1)OCO2)Cc1cc2cccc(C)c2[nH]c1=O
89	-6	8	-0.6	Cc1cccc(C)c1NC(=O)CCc1nnc2ccc(N3CCCC3)nn12
90	-16	11	-0.6	COc1ccc(C(=O)NCc2ccc(N3CCN(C(=O)OC(C)(C)C)CC3)cc2)cc1
91	-7	11	-0.1	COc1ccc(CCNc2ccc(C(CC(N)=O)NC(=O)c3ccccc3)cc2[N+](=O)[O-])cc1 (configuration not stated)
92	-32	5	0.7	CCOC(=O)c1c(C)[nH]c(C(=O)CN2C(=O)NC(C)(CC(C)C)C2=O)c1C (configuration not stated)
93	-44	6	-0.8	COc1ccc(-c2nc(CN3CCCC(C(=O)NC4CCCC4)C3)c(C)o2)cc1 (configuration not stated)
94	-14	25	-2.6	Cc1ccc(S(=O)(=O)N2CCCCC2)cc1NC(=O)COC(=O)c1cc[n+]([O-])cc1
95	5	11	-1.0	Cc1ccc(NC(=O)CCSc2nnc(C)s2)cc1
96	-82	22	-1.1	O=C(NNC(=O)c1ccccc1-n1cccc1)c1ccc(F)cc1
97	-20	5	-3.4	O=C(NCc1nnnn1-c1cccc(F)c1)c1ccc(S(=O)(=O)N2CCOCC2)cc1
98	-6	2	1.0	COc1ccccc1C(=O)Nc1nnc(S(=O)(=O)N2CCC(C)CC2)s1
99	-39	7	3.4	N#Cc1sc2nc(C3CC3)cc(-c3ccccc3)c2c1N

Source: PubChem BioAssay
